Source: PubChem
Mito fusion yeast – blocks mitochondrial division or promotes mitochondrial fusion; AID 485298; S. cerevisiae fusion-defective mutant growth rescue, CellTiterGlo 48 h; Potency, µM (doses to about 46.1 µM), for inactives: at the top dose growth rescue (activation), usual class: activators; 320,000 tested, 0.23% active;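 further: potency means the concentration at half of the fitted maximal effect; % of control where 0% means no effect; nearly all actives have a fitted effect of over 45% in size; temperature-sensitive fusion mutants such as fzo1-1 at 37 °C on non-fermentable ethanol glycerol medium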
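Temperature-sensitive fusion-defective S. cerevisiae (e.g. fzo1-1, mgm1-5) were grown with compound in YPEG medium (3% ethanol, 3% glycerol) for 48 hours at 37C. Growth rescue was measured as viability by CellTiterGlo luminescence after 10 minutes at ambient.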
MBNL1-CUG inh – inhibitors of human MBNL1 binding to CUG repeat RNA; TR-FRET MBNL1-His/biotin-(CUG)12 binding, 665/545 ratio; Potency, µM (titrated, usually from 57.5 µM), for the others: at the top dose activity change, negative = inhibition, actives largely listed as inhibitors; 280,000 tested, 0.036% active; active means well fitted inhibition curve with a large enough effect in the signal ratio, with a control signal flat, not every such curve was filed as active; inconclusive means small, poorly fitted or top-dose-only effect, or effect the other way, or a change in a side signal; inactive means no such curve, though single readings can be large or run the other way; the % refers to the signal ratio; further: potency means the concentration at half of the fitted maximal effect; on the % scale 0 is the no-effect control and ±100 the full control effect
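His-tagged MBNL1 binding to biotinylated (CUG)12 RNA was measured by TR-FRET using terbium anti-His antibody (0.055 ng/ul final) and streptavidin-XL665 (5 nM final). Compounds were titrated 92 nM to 58 uM; 60 min at room temperature.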
TSHR antagonist – blocks TSH signaling through the human TSH receptor | 330,000 tested, 0.2% active | activity change, negative = inhibition, % at 11.5 µM | P16473 | TSHR-expressing cells, TSH-stimulated cAMP HTRF, 2 h; hits give low values;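 active means activity change below a set negative limit, meaning inhibition stronger than a set level, cut at about -70% in these data; inconclusive means activity change between two set negative limits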; further: on the % scale 0 is the no-effect control and ±100 the full control effect
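Inhibition of cAMP made by TSHR-expressing cells under TSH stimulation (4nM final, EC80; 2 h, 37 deg C) is quantified with a one-step lysis HTRF kit, anti-cAMP cryptate versus cAMP-d2.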
AT treatment – candidate therapy for ataxia-telangiectasia; AID 485349; Potency, µM (doses to about 57.5 µM), for the others: at the top dose activation, hits mostly activators; 320,000 tested, 0.19% active; […] A-T fibroblasts, KAP-1 phosphorylation AlphaLISA; neocarzinostatin DNA damage 30 min before lysis; further: potency means the concentration at half of the fitted maximal effect; % of control where 0% means no effect; nearly all actives have a fitted effect of over 45% in size
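hTERT-immortalized A-T patient fibroblasts ([…]), 500 cells/well in OPTI-MEM, 1% FBS, got compounds for 60 min, then NCS for 30 min at 37C. Lysates were then assayed for phospho-KAP-1 by AlphaLISA (anti-pKAP1 donor, anti-KAP1 acceptor beads), 6 hr at 25C.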
PTAP TSG101 blk – blocks PTAP/TSG101 interaction to inhibit HIV-1 budding. Fluorescence polarization, FITC-PTAP peptide / Tsg101 binding. Potency, µM (doses to about 115 µM), without a hit: at the highest dose activity change, negative = inhibition, actives largely listed as inhibitors. 340,000 tested, under 10 active. AID 493005; active means well fitted inhibition curve with a large enough effect in the main read-out, with a control signal flat, not every such curve was filed as active; inconclusive means small, poorly fitted or top-dose-only effect, or effect the other way, or a change in a side signal; inactive means no such curve, though single readings can be large or run the other way; further: potency means the concentration at half of the fitted maximal effect; % of control where 0% means no effect
Target sequence (Q99816 whole entry, looked up): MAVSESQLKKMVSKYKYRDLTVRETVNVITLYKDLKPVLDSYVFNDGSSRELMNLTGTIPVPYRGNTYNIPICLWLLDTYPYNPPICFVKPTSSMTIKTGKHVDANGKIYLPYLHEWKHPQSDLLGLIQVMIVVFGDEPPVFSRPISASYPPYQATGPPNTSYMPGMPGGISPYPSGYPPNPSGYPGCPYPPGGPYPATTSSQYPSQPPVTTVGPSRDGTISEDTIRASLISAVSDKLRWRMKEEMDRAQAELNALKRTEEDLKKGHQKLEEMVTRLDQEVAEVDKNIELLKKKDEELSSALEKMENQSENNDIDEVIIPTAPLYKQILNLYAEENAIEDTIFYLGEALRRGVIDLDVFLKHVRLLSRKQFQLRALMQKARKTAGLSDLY
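Fluorescence polarization binding of Tsg101 binding domain (10 uM final) to FITC-labeled PTAP peptide (50 nM final) in HEPES pH 7.5 buffer with NaCl, Tween 20, EDTA, TCEP. Compounds added before peptide; binding 20 min at RT.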
CXXC DNA block – inhibitors of human MLL CXXC domain-DNA interaction; AID 2662; MLL-CXXC / FITC-HOXA9 DNA fluorescence polarization; Potency, µM (series often up to 115 µM), for the others: at the top dose activity change, negative = inhibition, hits mostly inhibitors; 290,000 tested, 0.037% active; Q03164; active means well fitted inhibition curve with a large enough effect in the polarisation, with a control signal flat, not every such curve was filed as active; inconclusive means small, poorly fitted or top-dose-only effect, or effect the other way, or a change in a side signal; inactive means no such curve, though single readings can be large or run the other way; the % refers to the polarisation; further: potency means the concentration at half of the fitted maximal effect
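Steps: dispense CXXC domain solution (7 uM) → pin compounds or unlabeled HOX-A9 DNA control → 5 min ambient → add FLSN-HOX-A9 solution (50 nM) → spin → 30 min ambient → fluorescence polarization. Tris pH 7.5/NaCl/DTT/BSA buffer.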
S-ASM inh – inhibitors of human secretory acid sphingomyelinase. P17405. placental ASM, HMU-PC fluorogenic substrate, 60 min. Potency, µM (highest dose often 57.5 µM), without a hit: at the highest dose activity change, negative = inhibition, actives largely listed as inhibitors. 340,000 tested, 0.006% active. AID 504937; further: potency means the concentration at half of the fitted maximal effect
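Fluorescence read-out (Ex 386 nm, Em 447 nm) after stopping the reaction at pH 10. Enzyme: ASM from human placenta; substrate HMU-PC0, 9 uM final; 60 min, 37 °C. Compound preincubation 10 min, ambient temperature.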
a7 integrin act – integrin-mediated muscular dystrophy alleviation activation; 350,000 tested, 0.064% active; alpha7betagal myoblasts, beta-gal FDG fluorescence, 48 h; Potency, µM (titrated, usually from 38.3 µM), without a hit: top-dose activation, hits mostly activators; AID 624291;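 further: potency means the concentration at half of the fitted maximal effect; 100% = response of the positive control SU9516; nearly all actives have a fitted effect of over 60% in size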
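Alpha7betagal+/- myoblasts (passage 13) were plated 16-24 hr, then exposed to compounds (1:260 dilution of DMSO stock) for 48 hours at 37C. After MPER lysis, β-galactosidase reporter activity was read as FDG fluorescence (ex 480/em 540) after 30 minutes.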
TCR activator – activators of T cell receptors | primary human leukocytes, anti-CD3, IL-2 HTRF, 48 h | Potency, µM (series often up to 9.22 µM), inactives show top-dose activation of IL-2 secretion, usual class: activators | 330,000 tested, under 10 active | AID 504894; further: % of control where 0% means no effect
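Readout: HTRF IL-2, Eu-cryptate/d2 antibody pair, 320nm excitation, 665nm emission. Stimulus: a-CD3 beads, no co-stimulation. Cells: primary human leukocytes. Exposure: 48 hr with compound.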
Menin-MLL TR inh – menin-MLL binding inhibition, Texas Red mutant peptide; O00255; Menin + Texas Red MLL mutant peptide, fluorescence polarization; Potency, µM (top dose mostly 61.6 µM), for inactives: at the top dose FP activity change, negative = inhibition, most hits filed as inhibitors; 270,000 tested, 0.23% active; active means well fitted inhibition curve with a large enough effect in the polarisation, with a control signal flat, not every such curve was filed as active; inconclusive means small, poorly fitted or top-dose-only effect, or effect the other way, or a change in a side signal; inactive means no such curve, though single readings can be large or run the other way; the % refers to the polarisation; further: potency means the concentration at half of the fitted maximal effect; % of control where 0% means no effect; many of its hits are not listed in these tables
Target sequence (O00255 whole entry, looked up): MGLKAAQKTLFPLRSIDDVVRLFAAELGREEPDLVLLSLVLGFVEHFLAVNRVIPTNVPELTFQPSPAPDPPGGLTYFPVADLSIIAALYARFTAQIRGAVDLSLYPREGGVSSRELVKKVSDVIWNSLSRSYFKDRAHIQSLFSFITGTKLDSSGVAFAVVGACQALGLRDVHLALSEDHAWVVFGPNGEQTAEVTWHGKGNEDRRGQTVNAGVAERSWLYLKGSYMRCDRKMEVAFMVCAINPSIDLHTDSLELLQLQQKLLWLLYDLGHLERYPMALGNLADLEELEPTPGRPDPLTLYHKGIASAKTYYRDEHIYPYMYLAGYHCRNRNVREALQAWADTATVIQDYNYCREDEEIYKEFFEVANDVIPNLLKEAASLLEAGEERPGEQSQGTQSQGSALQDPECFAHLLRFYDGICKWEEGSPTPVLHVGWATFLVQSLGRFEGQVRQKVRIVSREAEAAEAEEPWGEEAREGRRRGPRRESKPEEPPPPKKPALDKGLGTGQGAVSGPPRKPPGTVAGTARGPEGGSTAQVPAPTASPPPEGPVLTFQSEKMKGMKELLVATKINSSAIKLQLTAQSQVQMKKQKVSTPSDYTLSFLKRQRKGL
The depositor's hits bear a star; u = inconclusive; x = no result given; [ ] = dose if it differs, or a comment. Unless noted, the call rests on the fitted dose curve; in most records, active means well fitted curve in the direction sought with a large enough effect; inconclusive means small, poorly fitted or top-dose-only effect, or another doubt; inactive means no such curve, though single readings can be large; an effect the other way counts as inactive or inconclusive. These rows are one share of the data; count on the stated rates, not on these rows.

nr	canonical_smiles	Mito fusion yeast	MBNL1-CUG inh	TSHR antagonist	AT treatment	PTAP TSG101 blk
1	CC(C)(C)c1cc[n+](/C(C(=S)Nc2ccccc2F)=C(/[O-])c2ccc3c(c2)OCCO3)cc1	0%	-1%	3	0%	-2%
2	C/C(=N\NC(=O)C1CC1c1ccccc1)c1cccs1 (stereo not drawn)	1%	19%	1	2%	-7%
3	CCCCNC(=O)NNC(=O)C1CC1(c1ccccc1)c1ccccc1 (stereo not drawn)	5%	-6%	0	-2%	-1%
4	Cc1oc2cc3oc(=O)c(CCC(=O)NCCCN4CCCC4=O)c(C)c3cc2c1C	4%	-4%	7	-4%	-7%
5	Cc1cc(=O)oc(C)c1C(=O)NCCc1ccc(F)cc1	0%	-3%	0	-6%	-5%
6	O=C(COC(=O)c1cc[n+]([O-])cc1)Nc1ccccc1Sc1ccccc1	15%	u	-11	11%	-2%
7	c1ccc2cc3[nH]c(CN4CCOCC4)nc3cc2c1	3%	34%[activator]	19	0%	0%
8	CCOc1ccc(C2C(C#N)=C(N)Oc3nc[nH]c(=O)c32)cc1 (stereo not drawn)	4%	-3%	2	7%	1%
9	Nc1ccc(C2=Nc3cccc4cccc(c34)N2)cc1	0%	x	17	x	-2%
10	CN(C)C(=O)CSc1ncccc1-c1nc2ccccc2[nH]1	-1%	0%	-4	-1%	-2%
11	CCOc1ccc(CCN2C(=O)C(=O)N([C@@H](CC(C)C)CN3CCC[C@@H]3CN3C(=O)C(=O)NC[C@@H]3Cc3ccccc3)C[C@@H]2CC(C)C)cc1	x	x	x	x	-8%
12	CCOC(=O)C1(Cc2ccccc2C(F)(F)F)CCN(CCCn2cccn2)CC1	-12%	-1%	1	-3%[11.5 µM]	-1%
13	O=C(NC1CCCCCC1)C1CCN(S(=O)(=O)N2CCC3(CC2)OCCO3)CC1	0%	-8%	23	-1%	-5%
14	O=C(Nc1nc2ccccc2s1)Nc1ccc([N+](=O)[O-])cc1Cl	-1%	2%	-6	-4%	x
15	O=[N+]([O-])c1cc(S(=O)(=O)C(F)(F)F)ccc1NCC1CCCO1 (stereo not drawn)	28%	u	-9	-4%	2%

nr	CXXC DNA block	S-ASM inh	a7 integrin act	TCR activator	Menin-MLL TR inh
1	-2%	0%	2%	0%	-1%
2	10%	1%	9%[7.66 µM]	x	-12%
3	5%	1%	-22%	4%	-23%
4	-8%	122%[activator]	8%	3%	u
5	11%	1%	-13%	5%	-8%
6	u	3%	30%	4%	-19%
7	3%	4%	7%	-5%[46.1 µM]	6%
8	8%	6%	-7%	6%	1%
9	37%[activator]	-1%	-44%	9%[46.1 µM]	-22%
10	-2%	3%	20%	x	11%
11	x	8%	0%	5%	x
12	-1%	3%	14%	-2%	u
13	4%	0%	7%	0%	14%
14	u	x	x	x	x
15	29%	-8%	-13%	2%	28%

Continuation.
nr	canonical_smiles	Mito fusion yeast	MBNL1-CUG inh	TSHR antagonist	AT treatment	PTAP TSG101 blk
16	Cc1c(C(=O)Nc2ccccc2N2CCOCC2)sc2nc3n(c(=O)c12)CCC3	3%	15%	14	-2%	x
17	C/C(=N\NC(=S)Nc1ccc(C)cc1)c1cc2ccccc2o1	24%	u	-31	9%	-5%
18	O=C(NCc1ccco1)c1cccc(S(=O)(=O)N2CCc3ccccc32)c1	-1%	-3%	13	-6%	-4%
19	CCn1cc(C(=O)O)c(=O)c2cc(F)c(N3CCN(S(=O)(=O)c4ccc5c(c4)OCCO5)CC3)cc21	-2%	-4%	-4	8%	-2%
20	O=C(Nc1ncccc1O)c1ccc(Oc2ccccc2)cc1	u	26%	16	u	-2%
21	Cc1cc(NC(=O)CCCC(=O)NCc2cccs2)no1	4%	-5%	6	-5%	-3%
22	Cc1cc(NC(=O)c2cccnc2)ccc1Br	8%	-5%	0	2%	-3%
23	COC(=O)c1ccccc1NC(=O)C1CCCO1 (stereo not drawn)	1%	3%	3	-3%	0%
24	CCCOc1cccc(-c2cc(C(=O)NNC(=S)NCC)c3ccccc3n2)c1	2%	u	-13	-6%	-7%
25	C=CCOC(=O)C1=C(C)NC(C)=C(C(=O)OCC=C)C1c1ccc(O)cc1	-3%	3%	1	-6%	-3%
26	CCOc1ccc(-n2c(SCc3ccc(C#N)cc3)nnc2-c2cccnc2)cc1	5%	-15%	15	-8%	1%
27	COc1cccc(-c2cc(C(=O)NCc3ccco3)no2)c1	-2%	4%	-1	14%	-3%
28	CCCCC(=O)N(CCC)CCC	-4%	2%	-7	-1%	0%
29	CCOc1ccc(C2/C(=C(/O)c3ccc(F)cc3)C(=O)C(=O)N2CCCN(C)C)cc1 (stereo not drawn)	-4%	5%	7	-6%	-1%
30	CCOC(=O)/C=C1\SCC(=O)N1CC(O)CN1C(=O)CS/C1=C\C(=O)OCC	-3%	0%	2	-3%	1%

nr	CXXC DNA block	S-ASM inh	a7 integrin act	TCR activator	Menin-MLL TR inh
16	-3%	x	x	x	1%
17	18%	-18%	9%	12%	x
18	1%	0%	5%	1%[46.1 µM]	27%
19	-7%	-1%	8%	6%	0%
20	4%	1%	u	-5%	-9%
21	-3%	1%	-19%	0%	-4%
22	1%	1%	-8%	-5%	25%
23	0%	-1%	8%	6%[46.1 µM]	3%
24	u	-9%	-51%[inhibitor]	-6%	x
25	4%	92%[activator]	40%	-2%	3%
26	-14%	-7%	20%	4%	x
27	-2%	2%	1%[7.66 µM]	x	1%
28	1%	-6%	3%	-9%	-17%
29	-3%	2%	-6%	-2%	15%
30	-1%	5%	-11%	0%	16%

(listing goes on)
nr	canonical_smiles	Mito fusion yeast	MBNL1-CUG inh	TSHR antagonist	AT treatment	PTAP TSG101 blk
31	O=C(Nc1cc(Cl)ccn1)C1CCN(S(=O)(=O)c2cccs2)CC1	4%	-7%	-27	x	-6%
32	CC(C)Cn1c(N)c(C(=O)COC(=O)CC23CC4CC(CC(C4)C2)C3)c(=O)n(C)c1=O	-14%	-4%	u	x	-6%
33	COc1ccccc1C1CCN(C(=O)c2cccc([N+](=O)[O-])c2)CC1	6%	x	1	1%	-2%
34	CCOP(=O)(OCC)C(Nc1ccccc1)c1ccc2c(c1)OCO2 (stereo not drawn)	1%	7%	15	-5%	-6%
35	Cc1ccccc1CCN(CC(=O)NC1CCCCC1)C(=O)c1csnn1	4%	2%	11	0%	0%
36	CCOc1ccc(OCC(O)CNC2CCN(Cc3ccccc3)CC2)cc1 (stereo not drawn)	-7%	-5%	14	-3%	-9%

nr	CXXC DNA block	S-ASM inh	a7 integrin act	TCR activator	Menin-MLL TR inh
31	0%	0%	6%	-3%	1%
32	-5%	-9%	-4%	1%	-8%
33	-4%	-3%	0%	0%	x
34	-4%	-2%	15%	1%	1%
35	5%	-4%	x	-11%	-19%
36	7%	4%	-52%[inhibitor]	-5%[46.1 µM]	4%

Structural class: the entries above with a nitro group on carbon (three)
nr	canonical_smiles	Mito fusion yeast	MBNL1-CUG inh	TSHR antagonist	AT treatment	PTAP TSG101 blk
14	O=C(Nc1nc2ccccc2s1)Nc1ccc([N+](=O)[O-])cc1Cl	-1%	2%	-6	-4%	x
15	O=[N+]([O-])c1cc(S(=O)(=O)C(F)(F)F)ccc1NCC1CCCO1 (stereo not drawn)	28%	u	-9	-4%	2%
33	COc1ccccc1C1CCN(C(=O)c2cccc([N+](=O)[O-])c2)CC1	6%	x	1	1%	-2%

nr	CXXC DNA block	S-ASM inh	a7 integrin act	TCR activator	Menin-MLL TR inh
14	u	x	x	x	x
15	29%	-8%	-13%	2%	28%
33	-4%	-3%	0%	0%	x
